CendR NRP1 mod – modulators of CendR peptide binding to NRP-1, primary screen, biochemical, fluorescence polarization, uHTS | 0.85% of 360,000 active | inhibition, % at 25 µM | FAM-RPARPAR peptide binding to NRP-1 | Neuropilin-1 (Homo sapiens), O14786;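 active = inhibition or corrected inhibition above about 18%, plus a signal ratio from 0.5 to 1.5, limit read from the data, passing the limit was not always enough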; also: strong numbers were not always called active
LMPTP block – LMPTP phosphatase inhibitors, primary screen, biochemical, fluorescence intensity, uHTS; inhibition, % at 20 µM; 0.22% of 360,000 active; recombinant LMPTP-A, OMFP fluorogenic substrate; Low molecular weight phosphotyrosine protein phosphatase (Homo sapiens), P24666; AID 651560, 2012;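 active = compounds that cut the enzyme signal by at least half of the control window in the single-dose screen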;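 also: plate controls were DMSO wells with enzyme plus substrate for no effect and substrate without enzyme for full effect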
Target sequence (P24666 whole entry, looked up): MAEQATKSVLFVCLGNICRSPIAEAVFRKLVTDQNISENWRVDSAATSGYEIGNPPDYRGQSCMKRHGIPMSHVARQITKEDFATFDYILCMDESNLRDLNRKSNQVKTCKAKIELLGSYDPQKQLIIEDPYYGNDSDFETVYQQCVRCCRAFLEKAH
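Assay system: LMPTP-A, protein tyrosine phosphatase of low molecular weight / Medium: pH 6.0 Bis-Tris buffer with DTT and Triton X-100 / Schedule: 50 min enzyme reaction at room temperature, protected from light / Measured by: endpoint fluorescence intensity from OMFP dephosphorylation / Read-out basis: % inhibition relative to no-enzyme and uninhibited control wells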
Scp-1 inhibitor – Scp-1 phosphatase inhibitors, primary screen, biochemical, colorimetric, uHTS; Carboxy-terminal domain RNA polymerase II polypeptide A small phosphatase 1 (Homo …; Recombinant Scp1, phosphopeptide, malachite green phosphate absorbance; inhibition, % at 20 µM; 0.88% of 340,000 active; AID 493091, 2011;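 active = inhibition above about 50% at 20 µM, limit read from the data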;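 also: plate controls were DMSO wells with enzyme for no effect and wells lacking enzyme for full effect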
Target sequence (Q9GZU7 76-261 limits assumed): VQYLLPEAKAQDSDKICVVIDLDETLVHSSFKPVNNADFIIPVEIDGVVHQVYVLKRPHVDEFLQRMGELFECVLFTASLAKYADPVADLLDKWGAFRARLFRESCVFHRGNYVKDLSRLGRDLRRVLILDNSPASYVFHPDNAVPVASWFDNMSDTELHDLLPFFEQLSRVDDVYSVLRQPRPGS
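Test system: SCP-1 phosphatase catalytic domain, residues 76-261 | Compound dosing: One concentration, 20 µM, with 1.0% DMSO | Schedule: 45 min room-temperature reaction, 5 min colour, 30 min stabiliser | Detection: Absorbance at 630 nm | Read-out basis: % inhibition of SCP-1 phosphate liberation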
SUMO1 PPI mod – modulators of SUMO1 protein-protein interactions, primary screen, biochemical, uHTS; Small ubiquitin-related modifier 1 (Homo sapiens), P63165; SUMO1 binding to a labelled peptide, TR-FRET, 1 h; inhibition, % at 20 µM; 0.33% of 360,000 active; AID 602429, 2012; in the data active = inhibition above about 37%
Target sequence (P63165 whole entry, looked up): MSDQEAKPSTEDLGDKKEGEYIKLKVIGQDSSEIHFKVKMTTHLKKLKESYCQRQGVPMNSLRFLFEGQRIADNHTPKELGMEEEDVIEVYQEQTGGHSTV
Tb MetRS inh – T. brucei MetRS inhibitors, primary screen, biochemical, luminescence | purified T. brucei MetRS, ATP depletion, Kinase-Glo luminescence | inhibition, % at 11.9 µM | 0.4% of 360,000 active;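 active = inhibition above a per-plate cutoff of the control wells' mean inhibition plus 3 SD, cut at about 5.5% in these data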;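 also: 0% = DMSO wells median and 100% = median of wells with control inhibitor compound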
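Material: parasite MetRS enzyme / Replication: singlicate, one well per compound / Signal: luminescence of leftover ATP / Schedule: 2 h aminoacylation at 25 °C after 15 min preincubation / Medium: HEPES-MgCl2-KCl buffer plus DTT, spermine, BSA, pyrophosphatase / Doses: 11.9 µM single point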
NadD block – inhibitors of S. aureus NadD, primary screen, biochemical, colorimetric, uHTS | Nicotinate-nucleotide adenylyltransferase NadD (Staphylococcus aureus N315) | purified NadD enzyme, colorimetric absorbance read-out | inhibition, % at 20 µM | 0.78% of 360,000 active | AID 602399, 2012; in the data active = inhibition above about 26%; also: some compounds past the cut are filed as inactive
STEP inh – STEP phosphatase inhibitors, primary screen, biochemical, fluorescence intensity, uHTS. 0.25% of 360,000 active. Tyrosine-protein phosphatase non-receptor type 5 (Homo sapiens), P54829. recombinant STEP, OMFP fluorogenic substrate. inhibition, % at 20 µM;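 active = inhibition at 20 µM, scaled per plate between control wells, above about 37%, limit read from the data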;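 also: 0% = DMSO with enzyme and substrate and 100% = substrate only without enzyme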
Target sequence (P54829 whole entry, looked up): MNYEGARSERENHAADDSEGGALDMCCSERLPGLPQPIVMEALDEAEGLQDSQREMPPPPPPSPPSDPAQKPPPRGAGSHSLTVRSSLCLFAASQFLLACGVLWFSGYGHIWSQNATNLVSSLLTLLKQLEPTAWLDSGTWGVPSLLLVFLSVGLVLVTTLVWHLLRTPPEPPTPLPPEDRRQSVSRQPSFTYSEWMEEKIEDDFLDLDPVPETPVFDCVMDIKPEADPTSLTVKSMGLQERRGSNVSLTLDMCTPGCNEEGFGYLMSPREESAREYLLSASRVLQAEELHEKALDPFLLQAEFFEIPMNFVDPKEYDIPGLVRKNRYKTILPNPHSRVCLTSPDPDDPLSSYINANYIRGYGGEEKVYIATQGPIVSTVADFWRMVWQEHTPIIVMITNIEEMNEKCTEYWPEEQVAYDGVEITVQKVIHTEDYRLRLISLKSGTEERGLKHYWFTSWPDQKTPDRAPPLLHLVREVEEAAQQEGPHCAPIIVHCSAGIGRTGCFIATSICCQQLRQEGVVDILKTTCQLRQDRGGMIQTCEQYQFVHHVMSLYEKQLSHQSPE
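Test system: STEP tyrosine phosphatase / Reagent: OMFP at 25 µM / Doses: 20 µM, 1% DMSO / Read-out: percent inhibition scaled to no-enzyme and uninhibited-enzyme controls, plate-pattern corrected / Detection: FITC-channel fluorescence of OMFP product / Medium: Bis-Tris buffer pH 6.0, 2.5 mM DTT, 0.005% Tween 20 / Schedule: 20 min at room temperature, dark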
SKN-1 inh – suppressors of acrylamide-induced Pgst-4::GFP reporter in worms, primary screen, SKN-1 inhibitor project, whole organism, uHTS, GFP/RFP fluorescence ratio, strain VP596. C. elegans VP596 Pgst-4::GFP/RFP ratio, 24 h. inhibition, % at 21.8 µM. 0.49% of 360,000 active;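 active = interference check ratio from 0.5 to 1.5 plus GFP to RFP signal ratio inhibition reaching or exceeding a fixed threshold, cut at about 30% in these data, passing the limit was not always enough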; also: some compounds called inactive have numbers as strong as hits
Neddyl block – inhibitors of cullin neddylation, primary screen, biochemical, TR-FRET, uHTS, NAE and Ubc12; NEDD8-conjugating enzyme Ubc12 (Homo sapiens) + NEDD8-activating enzyme E1 regulatory …; calls only at 25 µM; 0.58% of 360,000 active; in the data active = inhibition above about 36%
DNMT1 inh – human DNMT1 methyltransferase inhibitors, primary screen, biochemical, molecular beacon, fluorescence, HinP1I cleavage, uHTS; inhibition (reported as % activation of signal), % at 10 µM; 0.83% of 360,000 active; AID 588458, 2011; DNA (cytosine-5)-methyltransferase 1 (Homo sapiens), P26358; in the data active = inhibition above about 50%
Starred values were filed as active, the others as inactive; i = inactive; x = not tested or not shown.

CendR NRP1 mod,LMPTP block,Scp-1 inhibitor,SUMO1 PPI mod,Tb MetRS inh,NadD block,STEP inh,SKN-1 inh,Neddyl block,DNMT1 inh,Structure
3,-1.4,x,5,0.8,-7,0,1,i,-4,O=C(NCc1ccccc1Br)c1cccs1
7,-0.3,-3,4,0.0,0,-2,13,i,0,CC(=O)NCC(=O)OCC(=O)c1ccc(C)c(C)c1
10,0.0,4,5,-0.5,-3,-3,-3,i,-2,O=C(Nc1ccccn1)c1ccc(Cl)c(S(=O)(=O)N2CCOCC2)c1
11,0.1,-3,3,0.9,-4,-3,-3,i,-7,Oc1ccc(/C=N/N2CCCCC2)c(O)c1
-6,2.6,3,-31,-0.5,5,1,2,i,-2,CN(C)S(=O)(=O)c1ccc(Cl)c(NC(=O)COC(=O)/C=C/c2cnc3ccccc3n2)c1
1,-2.1,x,3,-0.2,4,0,13,i,5,CC1(C(=O)NS(=O)(=O)Cc2cccc(Cl)c2)CCN1C(=O)CCc1cccs1 (centres undefined)
0,-0.6,0,-2,-0.8,-3,-3,-13,i,8,CCO/C=C1/C(=O)N(CC)c2ccccc21
-2,-2.3,-15,2,-0.3,-5,2,12,i,0,Cc1ccc(S(=O)(=O)N2CCC[C@H]2C(=O)OCc2nc3ccccc3s2)cc1
1,1.6,-1,4,-0.4,6,-2,-3,i,-2,CC1CCc2nc(NC(=O)CSc3nc4ccccc4o3)sc2C1 (centres undefined)
-5,8.5,2,-23,-0.4,37*,-1,15,i,53*,Cc1cc[n+](CC(=O)c2ccc(NC(=O)c3ccccc3)cc2)c2ccccc12
-7,-1.2,-6,0,-0.2,-11,-2,12,i,1,CCC(=O)Nc1ccc(C(=O)CSc2nnc(-c3ccc(O)cc3)n2CC2CCCO2)cc1OC (centres undefined)
-76,2.1,-4,-3,0.3,9,6,4,i,-10,COc1cccc(/C=N/NC(=O)c2oc3nc(-c4ccccc4)cc(-c4ccco4)c3c2N)c1
-2,-0.7,x,-1,-0.8,x,x,14,i,x,CCOC(=O)N1CCN(C(=O)C[C@@H]2C[C@@]3(C(=O)OC)CC(C)(C)CC=C3N(Cc3ccc4c(c3)OCO4)C2=O)CC1
-6,0.9,-7,5,-0.3,0,-2,18,i,3,COc1ccc(CCNC(=O)c2cc(S(=O)(=O)N3CCCCCC3)ccc2OC)cc1OC
-9,-0.2,-3,1,-0.6,-2,3,9,i,3,Cc1c(Cl)cccc1NC(=S)N1CCN(C(=O)C2CCCO2)CC1 (centres undefined)
1,1.6,-7,-2,0.3,5,1,3,i,1,CC(C)CN1C(=O)c2ccccc2C1(O)Cc1ccccc1 (centres undefined)
2,-2.0,-5,0,0.0,-11,4,28,i,0,O=C(NC1CCCC1)C(c1ccncc1)N(C(=O)c1csnn1)c1ccc(Cl)cc1 (centres undefined)
-3,0.5,x,-1,0.2,-4,4,10,i,-1,O=C(Nc1ccnn1C1CCN(Cc2cc3ccccc3[nH]2)CC1)C1CCOC1 (centres undefined)
-4,0.0,-9,-1,-0.1,5,2,17,i,1,CCOC(=O)N1CCN(C(=O)c2ccc3[nH]c(C)c(C)c3c2)CC1
5,0.2,-7,-4,-1.8,-2,0,-18,i,3,CCCS(=O)(=O)NCCc1cc2cc(C)c(C)cc2[nH]c1=O
-10,1.8,-20,1,-0.8,10,3,8,i,-10,O=C(NC(=S)Nc1ccc(N2CCOCC2)c(Cl)c1)C(c1ccccc1)c1ccccc1
-6,-0.8,2,8,-0.4,-3,-1,-8,i,1,Cc1cnc(C(=O)OCC(=O)N2CCN(S(=O)(=O)c3ccc(Cl)cc3)CC2)cn1
19,1.6,-7,2,-0.3,-7,1,25,i,-3,CCCC1S/C(=N/N=C/c2ccc(OC)cc2)N(Cc2ccc(OC)cc2)C1=O (centres undefined)
7,-0.5,-8,0,-0.8,3,1,33,i,5,O=C(Nc1nnc(C2CC2)s1)c1ccncc1
6,5.0,-5,-1,0.0,6,3,-5,i,5,O=[N+]([O-])c1ccc(OCc2cccc(COc3ccc([N+](=O)[O-])cc3)n2)cc1
-8,0.1,x,5,-0.7,9,x,1,i,x,CC1=C(C(=O)N2CCCCCC2)CC(CC(=O)NCCc2ccccn2)C(=O)N1Cc1ccc(C(C)(C)C)cc1 (centres undefined)
6,-0.7,-11,5,0.5,-9,2,7,i,1,COc1ccc(C2=NOC(CNC(=O)c3ccccc3Br)C2)c(OC)c1 (centres undefined)
126,3.1,-5,9,0.4,7,0,5,i,1,O=C1NC(=Nc2ccccc2Cl)S/C1=C\c1cc([N+](=O)[O-])ccc1O
-2,-1.2,-11,5,-0.3,2,0,2,i,0,CCn1c(NC(=O)c2ccccc2F)c(-c2cccs2)c(=O)c2ccccc21
10,1.5,-5,2,-0.9,7,-1,13,i,3,Cc1noc(C)c1CSc1nnc2sc3ccccc3n12

With a hit mark in DNMT1 inh, of those listed so far:
CendR NRP1 mod,LMPTP block,Scp-1 inhibitor,SUMO1 PPI mod,Tb MetRS inh,NadD block,STEP inh,SKN-1 inh,Neddyl block,DNMT1 inh,Structure
-5,8.5,2,-23,-0.4,37*,-1,15,i,53*,Cc1cc[n+](CC(=O)c2ccc(NC(=O)c3ccccc3)cc2)c2ccccc12

Later entries.
CendR NRP1 mod,LMPTP block,Scp-1 inhibitor,SUMO1 PPI mod,Tb MetRS inh,NadD block,STEP inh,SKN-1 inh,Neddyl block,DNMT1 inh,Structure
-4,1.4,-6,1,0.4,0,-1,2,i,-6,S=C(NCc1ccccc1)Nc1ccc(Cl)cc1
12,-3.0,13,-6,-1.2,12,2,-5,i,16,Cc1nn2cc(-c3ccc(-c4ccccc4)cc3)nc2s1
7,-2.0,-1,7,-0.8,10,2,-20,i,12,CCOc1cccc(NC(=O)CSc2nc(C)c3c(c2C#N)CCCC3)c1
10,-1.2,-7,0,-0.8,-13,0,-28,i,3,CCOC(=O)C1CCCN(C2CC(=O)N(c3cccc(C)c3)C2=O)C1 (centres undefined)
-5,-1.4,1,-1,-0.2,0,-2,11,i,4,COC(=O)c1ccc(NC(=O)CSc2nc3[nH]ncc3c(=O)[nH]2)cc1
0,0.7,2,-2,-0.5,-3,-1,12,i,3,O=C1CCCc2ccccc2N1Cc1c(Cl)cccc1Cl
3,-1.2,-5,-18,-0.5,-9,-2,18,i,-1,CNc1c([N+](=O)[O-])cnn1-c1ccc(C)cc1
-30,15,21,-56,-0.6,-1,3,34*,i,-7,CC1=NN(Cc2ccccc2)C(=O)/C1=C\c1ccc(N(C)C)cc1
-4,0.3,-2,0,0.1,9,-1,9,i,3,CCOc1ccccc1Nc1nnc(Cc2ccccc2Cl)c(=O)[nH]1
19,0.2,-11,2,-0.3,-10,-3,7,i,-1,Cc1ccc(NC(=O)COC(=O)CCc2ccccc2)cc1S(=O)(=O)N1CCOCC1
13,1.7,-8,0,0.2,3,0,-10,i,1,Cc1cccc(NC(=O)CCN2CCC(C(N)=O)CC2)c1
6,1.6,-1,-1,0.1,5,0,12,i,-23,Nc1ccc2nc(SCc3cccc(F)c3)sc2c1
-16,1.4,-18,-13,-0.3,16,3,6,i,-13,O=C1C=C(c2ccccc2)C[C@H](c2cccs2)[C@H]1n1nnc([N+](=O)[O-])n1
-2,-1.7,3,5,-0.3,1,0,-7,i,6,CCS(=O)(=O)c1ccc(O)c(NC(=O)CCCC(=O)O)c1
-1,-2.2,-6,-9,0.6,7,-3,-10,x,1,COc1ccc(-c2cc(C(F)(F)F)n3nc(C(=O)NCCCn4ccnc4)cc3n2)cc1
3,-0.8,-1,-14,-1.1,-9,-2,7,i,-3,Cc1ccc(C)c(Nc2ncnc(N)c2[N+](=O)[O-])c1
2,-1.3,-2,-4,-0.7,0,-1,-6,i,-4,C/C(=C\C(=O)c1ccc(C)o1)Nc1ccc(C(=O)O)cc1C
5,-0.1,-8,-33,-0.6,-6,4,7,i,-1,O=C(NC1CCCCC1)c1cc([N+](=O)[O-])ccc1N1CCCC1
2,-0.4,-6,-2,-0.2,1,0,-2,i,-1,O=C1CCc2cc(NS(=O)(=O)c3ccc(Br)cc3)cc3c2N1CC3
28,-0.5,-8,-10,-0.2,7,-14,6,i,-26,CCOc1cc(/C=C(\C#N)c2nc(-c3cccs3)c(NC(C)=O)s2)ccc1O
-2,2.8,-7,12,0.2,6,-1,11,i,-8,COc1ccc2c(c1)OC[C@H]1[C@H]2N2C(=O)c3ccccc3NC(=O)[C@@]2(C)[C@H]1c1ccccc1
-7,0.7,x,8,-0.1,3,0,1,i,-2,COc1ccc(NC(=O)C2Cc3c(-c4ccccc4)ccnc3O2)cc1OC (centres undefined)
-2,-6.9,-8,-27,0.2,-2,1,12,i,2,Cc1n[nH]c(=O)c2c(NC(=O)COC(=O)COc3cccc(Br)c3)oc(C)c12
2,-1.3,-8,2,0.1,-3,-2,11,i,1,Cc1ccc(S(=O)(=O)Cn2nnnc2CN(Cc2ccco2)CC2CCCO2)cc1 (centres undefined)
12,-1.3,-12,-4,-0.1,-2,-2,-8,i,-3,O=C(C1=C[C@@H](c2ccc(C(F)(F)F)cc2)C[C@@H](OCCCCO)O1)N1CCN(Cc2ccccc2)CC1
2,-0.9,-4,-3,-0.4,-3,1,-2,i,-4,Cc1ccc(S(=O)(=O)N2CCOCC2)cc1C(=O)Nc1ccncc1
-4,6.5,-9,1,-0.1,0,7,4,i,-7,O=C(CSc1nc2ccccc2nc1N1CCCCC1)N1CCN(c2ccccc2)CC1
-6,0.8,11,1,-0.4,-6,-5,-1,i,-4,O=C(NCC(c1ccco1)N1CCCC1)c1cc2cc(Cl)ccc2o1 (centres undefined)
-4,-1.6,-10,0,-2.2,-6,1,7,i,2,Cc1ccc(S(=O)(=O)N(C)c2ccccc2C(=O)Nc2c(F)cccc2F)cc1

Source: PubChem
